Assay outcomes: PubChem BioAssay, several laboratories
FXIa inh: inhibitors of human coagulation factor XIa. inhibition, % at 5 µM. purified FXIa, Boc-Glu-Ala-Arg-AMC fluorogenic substrate. P03951. 220,000 tested, 0.14% active;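 active = inhibition of at least 40%; inactive = inhibition below 40%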;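 also: fluorescence of freed AMC excited at 355 nm; 0% = enzyme without compound and 100% = no enzyme blank; many of its hits are not listed in these tables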
Thrombin inh: blocks human thrombin protease activity; P00734; alpha-thrombin, Boc-VPR-AMC fluorogenic substrate cleavage; inhibition, % at 5 µM; 220,000 tested, 0.26% active; AID 1046;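 active = inhibition at or above 40%; inactive = inhibition below 40%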;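 also: 0% = enzyme with no compound and 100% = wells without enzyme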
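signal = AMC fluorescence, 355/460 nm | material = human alpha-thrombin enzyme | control set = enzyme without compound as high, wells lacking enzyme as low | times = reaction at room temperature | read-out basis = percent inhibition scaled between no-compound controls and no-enzyme blanks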
PERK inhibitor: inhibitors of human PERK kinase; Q9NZJ5; CHO PERK-DD fusion, SEAP luminescence translation reporter; inhibition, % at 5.6 µM; 220,000 tested, 0.17% active;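 active = inhibition above the mean inhibition of all tested compounds plus 3 SD, set separately per screening campaign, cut at about 2.9% in these data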;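 also: PERK kinase domain activated by AP20187 dimerizer at 100 nM; 0% = DMSO with dimerizer and 100% = rapamycin at 8.4 µM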
KCC2 mod: modulates chloride dependent transport by human KCC2; AID 1456; KCC2 cells, thallium flux FluoZin-2 fluorescence; Q9H2X9; B-score of Tl+ flux slope (higher = more flux/activation; lower = inhibition) at 10 µM; 190,000 tested, 2.2% active;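 active = thallium flux slope and its plate-corrected score both differing from the plate sample mean at a set confidence after two filtering rounds, in either direction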;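 also: slope of fluorescence scaled to starting intensity during 10 to 20 s after thallium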
Furin inhibitor: inhibitors of human furin; P09958; purified furin, fluorogenic substrate cleavage; inhibition, % at 30 µM; 220,000 tested, 0.061% active; AID 463115; in the data active = inhibition above about 25%; also: inactives centre near -15
hK5 inh: blocks human kallikrein 5 protease activity | Q9Y337 | recombinant hK5, fluorogenic AMC substrate cleavage | inhibition, % at 5 µM | 210,000 tested, 0.59% active | AID 873;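 active = inhibition of 40% or more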;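 also: 0% = enzyme controls without compound and 100% = no-enzyme blanks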
Target sequence (Q9Y337 67-293 limits assumed): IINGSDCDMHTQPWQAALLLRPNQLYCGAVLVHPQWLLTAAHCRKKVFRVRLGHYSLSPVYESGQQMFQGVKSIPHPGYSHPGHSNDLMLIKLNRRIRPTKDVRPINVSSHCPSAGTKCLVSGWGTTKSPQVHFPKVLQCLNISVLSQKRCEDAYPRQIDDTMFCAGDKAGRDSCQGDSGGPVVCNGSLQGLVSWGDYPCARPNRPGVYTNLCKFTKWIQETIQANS
FXIIa inh 1536: inhibitors of human coagulation factor XIIa | P00748 | purified FXIIa, Boc-QGR-AMC fluorogenic substrate, 2 h | inhibition, % at 5 µM | 220,000 tested, 0.3% active | AID 800; in the data active = inhibition above about 40%;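 also: 0% = enzyme with no compound and 100% = blank without enzyme; many of its hits are not listed in these tables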
Target sequence (P00748 20-372 limits assumed): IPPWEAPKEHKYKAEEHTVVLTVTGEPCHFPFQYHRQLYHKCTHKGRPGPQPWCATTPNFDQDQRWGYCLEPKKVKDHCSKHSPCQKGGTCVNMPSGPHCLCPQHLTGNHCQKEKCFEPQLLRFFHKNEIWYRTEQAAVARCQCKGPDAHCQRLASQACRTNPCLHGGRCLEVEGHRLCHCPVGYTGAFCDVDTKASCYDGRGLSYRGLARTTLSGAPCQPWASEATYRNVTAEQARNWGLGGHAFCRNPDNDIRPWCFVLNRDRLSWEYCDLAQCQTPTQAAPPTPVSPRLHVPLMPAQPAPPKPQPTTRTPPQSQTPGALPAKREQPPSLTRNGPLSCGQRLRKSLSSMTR
Target sequence (P00748 373-615 limits assumed): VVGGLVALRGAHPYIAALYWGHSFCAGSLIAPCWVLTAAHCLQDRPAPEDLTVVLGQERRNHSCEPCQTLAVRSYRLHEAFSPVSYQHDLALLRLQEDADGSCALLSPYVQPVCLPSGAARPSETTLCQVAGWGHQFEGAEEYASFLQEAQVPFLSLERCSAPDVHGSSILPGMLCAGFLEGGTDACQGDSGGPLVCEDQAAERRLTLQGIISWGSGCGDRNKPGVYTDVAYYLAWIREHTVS
Wee1 degr inh: human Wee1 degradation inhibition, primary screen; P30291; HeLa Luc-Wee1K328M stability, luciferase luminescence; 100% = proteasome inhibitor MG132 effect; reporter increase, % at 5 µM; 220,000 tested, 1.2% active; AID 1321;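 active = activation above the mean of all tested compounds plus 3 SD, set per screening run, cut at about 8.8% in these data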;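 also: cells exposed to compound for 20 h before luminescence read; 0% = DMSO alone and 100% = MG132 at 30 µM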
p97 ATPase inh: human p97 ATPase inhibition | P55072 | recombinant p97 ATPase, Kinase-Glo ATP luminescence, 3 h | inhibition, % at 8 µM | 220,000 tested, 0.42% active; in the data active = inhibition above about 15%;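 also: 0% = DMSO vehicle and 100% = wells lacking enzyme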
Starred values were filed as active, the others as inactive; x = not tested or not shown; [ ] = remark or other dose.

FXIa inh,Thrombin inh,PERK inhibitor,KCC2 mod,Furin inhibitor,hK5 inh,FXIIa inh 1536,Wee1 degr inh,p97 ATPase inh,structure
-7,-8,-0.3,0.99,-4,0,6,-3,-4,O=C(CSc1nnc2c(n1)[nH]c1ccccc12)NCc1ccco1
-2,0,1.2,-0.056,-21,-3,2,3,6,Cc1cc2c(OCC(O)CNC3CCCCC3)cccc2[nH]1 (stereo unspecified)
2,0,1.1,-0.22,-24,x,11,1,2,CCOc1cc(C=O)ccc1OCC(=O)NC(C)(C)C
23,8,0.4,-0.066,-12[20 µM],2,31,-3,-1,NC(=O)c1ccc[n+](CC(=O)OCCC23CC4CC(CC(C4)C2)C3)c1
1,0,-1.4,-0.88,-16[20 µM],-5,8,3,4,CC1(C)Cc2c(c(N3CCOCC3)nc3sc4c(NCc5ccccc5)nnnc4c23)CS1
6,21,0.4,-0.6,-22,-11,11,-2,7,C#CCOCCOCCOCCNc1nc(N2CCN(C(=O)[C@H]([C@@H](C)CC)n3cc(CCC(=O)O)nn3)CC2)nc(N2CCN(C(=O)[C@H](C)n3cc(CCCN=C(N)N)nn3)CC2)n1
5,-4,-0.5,x,-24,0,18,-2,0,CCOC(=O)COc1cccc2c(=O)n(CC(=O)N3CCCc4ccccc43)ccc12
0,-4,0.8,0.36,-19,-1,2,-1,3,Cn1cc(C(=O)N/N=C/c2ccc([N+](=O)[O-])cc2)c2ccccc21
-3,-4,1.4,0.022,-23,-1,2,3,7,COc1cccc(N2C(=O)CC(N3CCc4ccccc4C3)C2=O)c1 (stereo unspecified)
-1,2,0.4,13*,-13,-1,12,7,-7,C=CCc1cccc(C2Nc3ccccc3C(=O)N2O)c1O (stereo unspecified)
9,10,0.5,1.4,3,2,-24,4,2,CC(=O)Nc1ccc(S(=O)(=O)NNC(=O)c2sc(=S)n(C)c2C)cc1
10,5,1.9,1.2,-11[20 µM],-11,16,-2,5,CC1(C)CC(O)(CNCc2ccc3c(c2)OCO3)CCO1 (stereo unspecified)
-3,-9,-0.6,0.022,-19,-10,-4,-1,0,O=C(O)CSc1nnc(-c2ccc(S(=O)(=O)N3CCCC3)cc2)n1Cc1ccco1
-4,-1,-0.2,-0.41,-1,-2,3,2,-1,CC1CC1C(=O)OCC(=O)NC(=O)NC12CC3CC(CC(C3)C1)C2 (stereo unspecified)
-3,-16,0.5,x,-9,-4,2,-2,4,O=C1c2ccccc2C(=O)C1C1=Nc2ccccc2NC(c2ccccc2)C1 (stereo unspecified)
-4,-4,0.8,0.76,-18[20 µM],-19,10,-2,5,O=C(Nc1ccc2c(c1)C(=O)N(CC1CCCO1)C2=O)c1ccccc1Br (stereo unspecified)
0,1,0.6,1.2,-4,-8,6,2,-2,CCNC(=O)COC(=O)CCC(=O)c1cccs1
-2,-3,-0.2,-0.34,-11,-3,4,2,-3,COc1ccc(OCCC(=O)OCC(=O)NCCC2=CCCCC2)cc1
-8,0,-0.6,0.44,-1[20 µM],-14,9,1,-3,COC(=O)C1=NN(c2ccc(C)cc2)C2(S1)SC(C(C)=O)=C(C)N2c1ccccc1 (stereo unspecified)
-2,1,0.4,x,-18,14,10,2,1,CCCCCOc1ccc(NS(C)(=O)=O)cc1

Structures shown so far containing a COOH group:
FXIa inh,Thrombin inh,PERK inhibitor,KCC2 mod,Furin inhibitor,hK5 inh,FXIIa inh 1536,Wee1 degr inh,p97 ATPase inh,structure
6,21,0.4,-0.6,-22,-11,11,-2,7,C#CCOCCOCCOCCNc1nc(N2CCN(C(=O)[C@H]([C@@H](C)CC)n3cc(CCC(=O)O)nn3)CC2)nc(N2CCN(C(=O)[C@H](C)n3cc(CCCN=C(N)N)nn3)CC2)n1
-3,-9,-0.6,0.022,-19,-10,-4,-1,0,O=C(O)CSc1nnc(-c2ccc(S(=O)(=O)N3CCCC3)cc2)n1Cc1ccco1

New compounds follow:
FXIa inh,Thrombin inh,PERK inhibitor,KCC2 mod,Furin inhibitor,hK5 inh,FXIIa inh 1536,Wee1 degr inh,p97 ATPase inh,structure
1,-5,0.1,-1,-23,-12,5,-4,1,Cc1ccccc1/C=N\NC(=O)c1ccc(Cn2cccn2)o1
4,1,-0.2,0.16,-24[20 µM],-2,15,-3,-5,OCCN(Cc1ccccc1)Cc1ccccc1F
1,-3,0.9,0.056,-25,-5,4,2,5,CCC(C)/C=C/C1=CC2=C(Cl)C(=O)C3(C)OC(=O)C(C(=O)C(C)C(C)O)C3C2=CO1 (stereo unspecified)
-3,-15,0.4,-1,-19,-4,3,1,-3,Cc1ccc(C(=O)c2ccccc2C(=O)O)cc1C
2,1,0.5,-0.072,-26,x,14,3,1,COc1cccc(CNC(=O)CN2C(=O)CSc3ccc(S(=O)(=O)N4CCCC4)cc32)c1
0,-1,-0.8,-3*,-33,1,9,0,5,O=C(Nc1ccc2oc(-c3ccccc3)nc2c1)c1ccc2c(c1)OCCO2
-1,1,0.1,1.6,-18,0,7,0,3,O=C(O)c1ccc(-c2cccc([N+](=O)[O-])c2)o1
16,2,-1.2,-0.19,-13,3,23,0,-3,CCOC(=O)CCCNC(=O)CCCNC(=O)C(c1ccccc1)c1ccccc1
-4,-2,-0.1,-0.72,-13,-12,0,-2,4,Nc1c(C(=O)N2CCCC2)sc2nc3c(cc12)CCCCCC3
1,x,-0.3,-0.00092,-9,-5,1,-2,5,C=CCSc1nnc(NC(=O)Cc2ccc(OC)c(OC)c2)s1
-4,-2,1.2,-1.8,-25[20 µM],-5,-5,-1,4,CCC(NC(=O)c1cccc(Cn2nc(C)c([N+](=O)[O-])c2C)c1)c1ccc(C(C)C)cc1 (stereo unspecified)
-7,-3,-0.7,-0.056,-27,-28,-5,2,1,CCn1cc(C(=O)NC2CCCCCC2)c2cc(OC)c(OC)cc2c1=O
-2,-6,-0.1,0.082,-16,-1,-3,-1,7,Cn1cnnc1SCC(=O)Nc1cc(S(=O)(=O)N2CCCCC2)ccc1Cl
3,0,-1.6,-0.77,1,1,5,-4,8,CCn1c(=NC(=O)c2cccc(N3C(=O)CCC3=O)c2)sc2c(C)ccc(OC)c21
11,-10,0.5,0.19,-23,0,22,2,4,O=C1C2C3C=CC(C4CC34)C2C(=O)N1/N=C/c1ccc([N+](=O)[O-])s1 (stereo unspecified)
2,5,0.1,-0.24,-1[20 µM],0,15,4,2,CCOc1ccc(-c2nc(CSCC(=O)NC3CCCc4ccccc43)c(C)o2)cc1 (stereo unspecified)
-2,-3,-1.1,-0.78,-18,2,2,1,3,Cc1nc2nc(SCc3ccc([N+](=O)[O-])cc3)[nH]c2cc1Br
-7,-3,-2.5,0.66,-22,-49,-2,0,-4,Cc1cc(C)n(-c2nc(NCCCO)c3c4c(sc3n2)CCCC4)n1
-3,-3,0.9,0.022,-10,9,6,4,-6,COc1ccc(C)cc1NC(=O)c1cc2cc3ccc(C)cc3nc2o1
-10,-21,0.5,93*,-11,-4,0,6,3,CC1Cc2ccccc2N1C(=S)NC(=O)C1(C)CC1(Cl)Cl (stereo unspecified)
-7,-7,-0.2,-0.11,-4,-8,-3,-1,-4,COc1ccccc1NS(=O)(=O)c1ccc2oc(SCc3ccc(F)cc3)nc2c1
15,2,-0.2,0.24,-27,-4,24,-4,5,CCOc1cc(N2CCOCC2)c(OCC)cc1NC(=O)Cc1cn2ccsc2n1
-7,-10,0.8,-1.3,-12,-4,4,1,-5,O=C(CO/N=C/c1ccc(OC(F)F)cc1)NCc1ccc(F)cc1
-4,-12,0.4,-1.2,-15,-5,-1,-3,3,COc1ccc(NS(=O)(=O)c2cc(NC(=O)c3cnccn3)ccc2OC)cc1Br
4,1,-0.8,-0.36,-9[20 µM],4,14,0,6,O=C(CSc1nc2scc(-c3ccco3)c2c(=O)n1-c1ccccc1)NCC1CCCO1 (stereo unspecified)
0,2,x,-0.14,-28,6,7,x,x,Cc1ccc2c(c1)COc1c3ccc(C(=O)N4CCCCC4)cc3nn1-2
-5,-7,0.3,-0.51,-4,-13,1,2,-7,O=C(Nc1ccccc1Cl)N1CCN(C/C=C/c2ccccc2)CC1
16,2,1.0,-0.64,-6,-10,35,-2,4,OCCN1CN=C(Nc2nc3ccccc3o2)NC1
0,-6,0.3,0.11,-20,-1,10,1,4,N#CC(C#N)=C(N)CSc1cccc[n+]1[O-]
3,3,0.4,-0.24,-10,13,2,1,3,COc1cccc(-n2c(N)c(C#N)c3ccc([N+](=O)[O-])cc3c2=O)c1
-3,-16,-0.4,-0.91,-17,2,7,3,-4,O=C(/C=C/c1ccccc1Cl)NNC(=O)c1cccs1
-3,-9,-0.3,-0.58,-23,-32,6,-4,1,O=C(Nc1nc2ccccc2[nH]1)C1CC(=O)N(c2ccc3c(c2)OCCO3)C1 (stereo unspecified)
-8,-2,-0.9,x,-17[20 µM],0,5,0,3,CCCn1c(SCc2ccon2)nc2ccccc2c1=O
0,0,0.8,0.022,6,4,12,0,7,Oc1ccc(C(c2nnnn2CCc2ccccc2)N2CCN(c3nc4ccccc4s3)CC2)cc1 (stereo unspecified)
5,3,0.4,x,-33,-5,15,-1,0,CCCc1cc(=O)oc2cc3oc(C)c(C)c3cc12
9,4,1.5,0.36,-15,2,17,-1,4,N#C/C(=C\C1=C(N2CCOCC2)C(=C\c2ccc(Cl)cc2)/CC1)C(=O)Nc1ccccc1F

A draw from above in order of formula weight, largest number first:
FXIa inh,Thrombin inh,PERK inhibitor,KCC2 mod,Furin inhibitor,hK5 inh,FXIIa inh 1536,Wee1 degr inh,p97 ATPase inh,structure
-3,-9,-0.3,-0.58,-23,-32,6,-4,1,O=C(Nc1nc2ccccc2[nH]1)C1CC(=O)N(c2ccc3c(c2)OCCO3)C1 (stereo unspecified)
3,3,0.4,-0.24,-10,13,2,1,3,COc1cccc(-n2c(N)c(C#N)c3ccc([N+](=O)[O-])cc3c2=O)c1
5,3,0.4,x,-33,-5,15,-1,0,CCCc1cc(=O)oc2cc3oc(C)c(C)c3cc12
0,-6,0.3,0.11,-20,-1,10,1,4,N#CC(C#N)=C(N)CSc1cccc[n+]1[O-]

Some entries already given, reduced to FXIIa inh 1536 and hK5 inh.
SMILES	FXIIa inh 1536	hK5 inh
COc1cccc(N2C(=O)CC(N3CCc4ccccc4C3)C2=O)c1 (stereo unspecified)	2	-1
C=CCc1cccc(C2Nc3ccccc3C(=O)N2O)c1O (stereo unspecified)	12	-1
